From PubChem BioAssay
OX1R antag-1 – antagonists of human orexin 1 receptor (OX1R). inhibition, % at 6.6 µM. OX1R-expressing cells, FRET antagonist read-out. 330,000 tested, 1.8% active. AID 485270, 2010. Orexin/Hypocretin receptor type 1 (Homo sapiens), O43613; in the data active means inhibition mostly above about 38%, no sharp cut-off; inactive means mostly below about 40%;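 further: 0% = agonist challenge alone and 100% = reference antagonist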
Target sequence (O43613 whole entry, looked up): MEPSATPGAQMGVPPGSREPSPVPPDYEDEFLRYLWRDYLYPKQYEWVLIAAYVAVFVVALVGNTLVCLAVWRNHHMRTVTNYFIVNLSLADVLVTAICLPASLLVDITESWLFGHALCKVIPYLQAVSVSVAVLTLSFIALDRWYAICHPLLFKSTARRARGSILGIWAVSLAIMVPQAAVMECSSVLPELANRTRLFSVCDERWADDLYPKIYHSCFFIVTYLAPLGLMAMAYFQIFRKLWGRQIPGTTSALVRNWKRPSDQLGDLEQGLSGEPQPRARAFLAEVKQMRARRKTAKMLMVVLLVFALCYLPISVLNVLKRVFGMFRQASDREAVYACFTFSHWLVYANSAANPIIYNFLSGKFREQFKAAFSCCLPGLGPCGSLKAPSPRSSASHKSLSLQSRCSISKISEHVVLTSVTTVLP
OX1R antag-2 – OX1R (HCRTR1) antagonists, primary screen, fluorescence, CHO/OX1R cells, Fluo-8 calcium, orexin A | Fluo-8 calcium fluorescence | inhibition, % at 5 µM | 330,000 tested, 0.43% active | AID 434989, 2010;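 active means inhibition above its plate's threshold, mean inhibition of all tested compounds on the plate plus 3 SD, cut at about 37% in these data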;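 further: 0% = orexin A challenge wells and 100% = SB-334867-A antagonist wells; not every result past the cut was called active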
STK33 kinase inh – inhibitors of purified STK33 kinase, primary screen, biochemical, ADP-Glo luminescence, homogeneous, cell-free; Serine/threonine-protein kinase 33 (Homo sapiens), Q9BYT3; MBP phosphorylation; inhibition, % at 10 µM; 320,000 tested, 0.073% active;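 active means inhibition at or above 25%, using the most active replicate where run in duplicate; inactive means inhibition below 25%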
Target sequence (Q9BYT3 whole entry, looked up): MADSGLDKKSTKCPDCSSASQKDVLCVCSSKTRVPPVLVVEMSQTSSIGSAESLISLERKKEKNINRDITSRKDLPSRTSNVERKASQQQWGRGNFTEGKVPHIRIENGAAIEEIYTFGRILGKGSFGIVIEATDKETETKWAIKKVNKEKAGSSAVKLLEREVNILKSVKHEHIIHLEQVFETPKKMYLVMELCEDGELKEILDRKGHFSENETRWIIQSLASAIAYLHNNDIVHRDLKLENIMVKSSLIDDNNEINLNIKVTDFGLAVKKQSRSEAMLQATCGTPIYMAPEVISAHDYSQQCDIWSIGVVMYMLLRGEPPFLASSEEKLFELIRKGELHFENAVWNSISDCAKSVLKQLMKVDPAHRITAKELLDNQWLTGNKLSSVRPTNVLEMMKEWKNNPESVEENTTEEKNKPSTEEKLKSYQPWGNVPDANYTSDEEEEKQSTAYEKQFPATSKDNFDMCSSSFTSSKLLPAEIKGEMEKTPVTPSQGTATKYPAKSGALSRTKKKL
* = called active by the depositor; nt = not tested or not shown.

The opening two records as a preview:
smiles | OX1R antag-1 | OX1R antag-2 | STK33 kinase inh
COc1ccc(S(=O)(=O)N(CC(=O)O)c2ccccc2)cc1 | 6.3 | -4.8 | 2.8
O=C1c2ccccc2C(=O)N1c1cccc2ccccc12 | 17.0 | -17.0 | -1.0

The whole of this part, repeating the preview:
smiles | OX1R antag-1 | OX1R antag-2 | STK33 kinase inh
COc1ccc(S(=O)(=O)N(CC(=O)O)c2ccccc2)cc1 | 6.3 | -4.8 | 2.8
O=C1c2ccccc2C(=O)N1c1cccc2ccccc12 | 17.0 | -17.0 | -1.0
COc1ccc(CCCCCCOCc2ccccc2)cc1 | 2.0 | -6.5 | -0.5
Cc1ccn2c(NCc3ccc4c(c3)OCO4)c(-c3ccc(O)cc3)nc2c1 | 11.8 | -28.2 | -2.4
CC1CC(C)CN(C(=O)COC(=O)c2ccc([N+](=O)[O-])o2)C1 (configuration not stated) | 24.9 | -3.6 | -1.7
CC(=O)c1c(OC(=O)c2ccco2)c2ccccc2n1C | 35.2 | 1.3 | 1.1
Cc1cccc(C)c1OCC(=O)NCc1nnc(SCC(=O)NC2CCCCC2)n1C | 0.1 | -19.5 | 0.5
COc1ccccc1C(CNC(=O)c1ccc(NS(=O)(=O)c2ccc(F)c(C)c2)cc1)N(C)C (configuration not stated) | 10.0 | -22.0 | 4.7
NNC(=O)Cc1csc(-c2ccccc2)n1 | 6.6 | -32.2 | -1.6
O=C(O)CNC(=O)CC12CC3CC(CC(C3)C1)C2 | 28.9 | -2.7 | -1.4
Cc1ccc(S(=O)(=O)NCC(=O)N2CCCCC2)cc1 | 5.6 | -1.8 | -2.4
COc1ccc(CC(=O)Nc2ccc(S(=O)(=O)N3CCCCC3)cc2)cc1OC | 23.6 | -17.5 | 0.1
Cc1nc(-c2ccccc2)sc1C1(C)CC(c2cccc(F)c2)=NO1 (configuration not stated) | 24.0 | -18.4 | -0.4
Cc1[nH]n(-c2ccccc2)c(=O)c1C(c1cccc([N+](=O)[O-])c1)c1c(C)[nH]n(-c2ccccc2)c1=O | 16.6 | -3.3 | -0.3
COc1ccc(S(=O)(=O)N2CCN(C)CC2)cc1NC(=O)c1ccccc1F | 6.1 | -23.6 | -1.8
COc1ccc(CNCc2ccc([N+](=O)[O-])cc2)cc1OC | 18.9 | -37.4 | -2.0
O=C(O)c1ccc2c(=O)n3c(nc2c1)/C(=C/c1cccc(O)c1)CC3 | 17.4 | -15.9 | 0.6
O=c1c2ccccc2[nH]c(=S)n1Cc1cccs1 | 0.8 | -15.8 | -1.0
COc1ccc(S(=O)(=O)N2CCCC2CNC(=O)C(=O)Nc2ccc(C)cc2)cc1 (configuration not stated) | 2.8 | -17.5 | -1.0
Cc1ccc(S(=O)(=O)n2nccc2-c2c(-c3ccc(Cl)cc3)noc2C)cc1 | 20.1 | -29.8 | 1.1

(cont.)
smiles | OX1R antag-1 | OX1R antag-2 | STK33 kinase inh
O=C(Nc1ccccc1)c1ccccc1CSc1ccccc1 | 25.1 | -6.1 | -0.9
O=C(CCCc1nc(-c2ccccc2Cl)no1)NC1CCCCC1 | 6.7 | -28.2 | -1.0
COC(=O)[C@@]1(Cc2ccc(F)cc2)[C@H]2c3cc(C(=O)N4CCCC4)n(CCO)c3C[C@H]2CN1C(=O)c1ccccc1 | 23.2 | -23.4 | -1.1
O=C(Cn1nnc(-c2cccc(C(F)(F)F)c2)n1)N1CCOCC1 | 5.1 | -6.0 | nt
COc1ccc(CNC(=O)CN(C(=O)c2csnn2)c2ccc3c(c2)OCCO3)cc1 | 2.9 | -11.0 | 0.1
CCN(C(=O)CSc1ncn[nH]1)C1CCCCC1 | 17.4 | 5.1 | -0.6
COc1cc(C(=O)Nc2ccc3nc4n(c(=O)c3c2)CCCCC4)cc(OC)c1OC | 4.6 | -19.0 | -1.6
C(=C\c1ccccc1)/C=N/N1CCN(Cc2ccccc2)CC1 | 11.7 | 0.7 | -0.4
CCn1cnc2c(Nc3cc(F)cc(F)c3)nc(C#N)nc21 | 6.9 | -31.9 | 1.4
O=C(COc1ccc(/C=N/NC(=O)CSCc2ccc([N+](=O)[O-])cc2)cc1)NCc1ccco1 | 19.9 | -7.3 | -0.3
CCCS(=O)(=O)N1CCN(C(=O)c2cccs2)CC1 | 12.4 | -10.6 | 2.7
Cc1nc(Cl)sc1C(=O)Nc1ccc(C(F)(F)F)cc1 | 16.9 | 18.1 | -0.4
O=[N+]([O-])c1ccccc1S(=O)(=O)NC1CC2CCC1C2 (configuration not stated) | 14.7 | -18.3 | -1.7
COc1ccccc1N(CC(=O)N1CCOCC1)S(C)(=O)=O | 0.9 | -16.8 | -1.5
Cc1ccc(-n2c(SCC(=O)N3CCCc4ccccc43)nnc2-c2cccnc2)c(C)c1 | 16.0 | -24.1 | -0.4
Cc1ccc(NC(=S)N2CCC(NC(=O)c3cccc(F)c3)CC2)cc1 | -0.3 | -30.6 | -2.0
COc1cccc(NC(=O)C2CCCN2C(=O)Nc2ccccc2F)c1 (configuration not stated) | 12.1 | -22.4 | -1.2
COc1ccc(/C=C/C(=O)Oc2ccc(C)cc2)cc1 | 7.6 | -22.6 | -2.0
CC(Oc1ccc(Cl)cc1Cl)C(=O)NNC(=O)c1cccnc1 (configuration not stated) | 11.2 | -13.0 | 0.9
O=S(=O)(Cc1ccccc1)N1CCN(C2Cc3ccccc3C2)CC1 | 19.4 | -16.3 | -0.7

(further entries)
smiles | OX1R antag-1 | OX1R antag-2 | STK33 kinase inh
Cc1[nH]c2ccccc2c1/C=N/Nc1nc2ccccc2[nH]1 | 36.0 | 7.1 | 6.0
O=C(O)CSCC(=O)Nc1ccc(-c2nc3ccccc3s2)cc1 | 8.1 | -5.8 | 1.5
CC/C(=N\NC(N)=O)c1ccc(OC(F)F)cc1 | -4.0 | -4.8 | 0.0
Cc1cccnc1NC(=S)NC(=O)c1oc2ccccc2c1C | 14.6 | -7.2 | -1.4
CCn1ccnc1CN(C)Cc1cn(C)nc1-c1ccccc1F | 16.0 | -4.0 | -1.9
Cc1ccc2cc3cc(C(=O)NCCCN4CCc5ccccc5C4)oc3nc2c1 | 40.1 | -24.3 | -0.4
CCOCCCNC(=O)c1cc2c(=O)n3cccc(C)c3nc2n1C | 1.7 | 0.2 | -2.8
COc1cccc(C2CN(c3ccc(F)cc3F)N=C2c2cccs2)c1OC (configuration not stated) | 15.6 | -21.7 | 0.7
COc1cc(NC(=O)c2ccccc2)c(OC)cc1NC(=O)Cc1ccc(F)cc1 | 14.5 | -12.9 | -1.9
CCNC(=O)NC(=O)CSc1ccc(S(=O)(=O)N2CCCCC2)cn1 | 9.2 | -25.0 | -1.4
Cc1cc(S(=O)(=O)N2CCN(C(=O)c3ccco3)CC2)ccc1F | 3.4 | -12.4 | -1.8
CC(=O)Nc1cccc(NC(=O)C(=O)c2cn(CC(=O)N3CCCCC3)c3ccccc23)c1 | 16.2 | -32.3 | 6.3
C#CCNCCS(=O)(=O)N(Cc1ccc(Br)cc1)[C@@H](CC(C)C)C(=O)O | 3.4 | -14.5 | nt
O=C(Nc1ccc(Cl)c(Cl)c1)OCc1cccnc1 | 74.5* | 39.9 | 3.5
O=C(Nc1c2c(nn1-c1ccc(F)cc1)CS(=O)(=O)C2)C1CCCC1 | 0.5 | 13.5 | -1.1
CC(=O)C1C(c2cn(-c3ccccc3)nc2-c2cccs2)NC(=O)NC1(O)C(F)(F)F (configuration not stated) | 6.0 | -13.5 | -0.6
N/C(=N\S(=O)(=O)c1cc(C(F)(F)F)cc(C(F)(F)F)c1)c1ccccc1 | 3.7 | -31.5 | -0.6
O=C(CSc1nnc(C2CC2)n1C1CC1)c1ccc(Br)s1 | 11.8 | -33.6 | -1.4
CC1Cc2ccccc2N1C(=O)CN1CCCCC1 (configuration not stated) | 17.4 | -6.8 | 0.1
O=C(N/N=C/c1cn(-c2ccccc2)nc1-c1cccs1)c1ccccc1F | 49.5 | -5.1 | -0.2

Full records as entered above:
Record of CC/C(=N\NC(N)=O)c1ccc(OC(F)F)cc1 → OX1R antag-1 = -4.0; OX1R antag-2 = -4.8; STK33 kinase inh = 0.0
Record of CCOCCCNC(=O)c1cc2c(=O)n3cccc(C)c3nc2n1C → OX1R antag-1 = 1.7; OX1R antag-2 = 0.2; STK33 kinase inh = -2.8

Other results.
smiles | OX1R antag-1 | OX1R antag-2 | STK33 kinase inh
Nc1c(NC=O)c(=O)n(Cc2ccccc2)c(=O)n1Cc1ccccc1 | 2.7 | -9.0 | -1.2
O=C1/C(=C/c2ccc([N+](=O)[O-])cc2)CCC1C1CCCC1 (configuration not stated) | 9.8 | -9.3 | 0.7
Cc1c(C(=O)N2CCC[C@H]2CO)oc2c(F)cccc12 | 11.2 | -3.4 | -1.1
O=[N+]([O-])c1cccc2c(S(=O)(=O)N3CCCCC3)cccc12 | 18.3 | -45.0 | -0.8
CCc1ccc(N(C(=O)Cn2nnc(-c3ccccc3)n2)C(C(=O)NC2CCCCC2)c2ccccn2)cc1 (configuration not stated) | 12.3 | -12.3 | 1.8
CCOC(=O)N1CCN(C(=O)CN(c2ccccc2)S(C)(=O)=O)CC1 | 7.1 | -8.3 | -0.4
Cc1ccc(NC(=O)CCl)cc1S(=O)(=O)N1CCCCCC1 | 17.3 | -9.7 | 0.4
CCc1ccc(CN2CCC(n3nccc3NC(=O)c3ccccc3Cl)CC2)cc1 | 3.5 | -9.2 | -0.7
COc1cccc(/C=N/NC(=O)CNC(=O)c2ccco2)c1O | 6.6 | 9.1 | -3.0
COc1ccc(C(=O)C2CCCN(C(=O)c3cc(C)on3)C2)cc1F (configuration not stated) | 9.8 | -12.5 | -0.6
COc1ccc2c(c1OC)C(=O)N1N=C(c3ccc(O)cc3)CC21 (configuration not stated) | 41.1 | -18.6 | 0.6
COc1ccc(NC(=S)NC(=O)c2cncc(Br)c2)cc1 | 6.5 | -40.2 | -1.6
O=C(CSc1ccc(-c2ccc(F)cc2)nn1)N1CCCc2ccccc21 | 9.1 | -11.9 | -1.7
O=S(=O)(Nc1cccc(Cl)c1)c1ccc(-n2cccn2)cc1 | 14.0 | -24.9 | 0.9
CCOC(=O)C1CCN(S(=O)(=O)c2ccc(C(C)=O)cc2)CC1 | 6.6 | 6.4 | -0.9
O=C(Nc1ccccc1C(=O)N1CCCC1)c1cccc(S(=O)(=O)N2CCCCC2)c1 | 17.2 | -48.2 | 0.8
O=C(CSc1nnc(-c2ccc3c(c2)OCO3)n1-c1ccccc1)c1ccc(Cl)cc1 | 2.1 | -9.2 | 0.4
CS(=O)(=O)c1ccc(C(=O)OC2CCOC2=O)cc1[N+](=O)[O-] (configuration not stated) | 36.9 | -3.7 | -2.5
FC(F)(F)c1ccc(CN2CCN(Cc3ccco3)CC2)cc1 | 1.4 | 1.1 | 0.8
CCCCn1c(N)c(N(CC(C)C)C(=O)CN2C(=O)c3ccccc3C2=O)c(=O)[nH]c1=O | 4.0 | -9.8 | -1.0

Later entries.
smiles | OX1R antag-1 | OX1R antag-2 | STK33 kinase inh
COC(=O)c1ccccc1NC(=O)c1ccc(COc2cccc3ccccc23)o1 | 28.8 | -23.3 | 0.3
Cn1cccc1C(=O)c1ccc(Cl)cc1Cl | 19.5 | -25.6 | 0.3
Cn1nc(C(=O)NCc2ccc(F)cc2)c2ccccc2c1=O | 15.4 | -27.8 | 0.5
O=C(C[C@@H]1C/C=C\C[C@H](Cc2ccc(F)cc2)C(=O)OC[C@@H](Cc2c[nH]c3ccccc23)NC1=O)NCCO | 6.1 | 8.0 | -2.2
N#Cc1c(NC(=O)C2CC=CCC2C(=O)O)sc2c1CCCCCC2 (configuration not stated) | 0.6 | -1.4 | 1.7
CC(C)CC(NC(=O)C1CCCCC1)C(=O)NCc1ccccn1 (configuration not stated) | 5.2 | -27.1 | -1.1
Cn1cc(S(=O)(=O)N2CCc3ccccc32)cc1C(=O)Nc1ccc(Cl)cc1 | 5.7 | -25.8 | -1.6
Cc1ccc(C(=O)N/C(=C\c2cccc([N+](=O)[O-])c2)C(=O)NC(Cc2ccccc2)C(=O)O)cc1 (configuration not stated) | 48.3 | 15.2 | 7.7
CCOC(=O)c1c(NC(=O)c2ccccc2)sc2c(O)c(CN(CC)CC)ccc12 | 11.1 | -10.1 | 3.0
Cc1nc(-c2ccccc2)sc1-c1nc(-c2ccncc2)ncc1S(=O)(=O)c1ccccc1 | 18.8 | -10.9 | -2.9
CCC(=O)Nc1ccc(S(=O)(=O)N2CCC(c3nc4ccccc4[nH]3)CC2)cc1 | 5.8 | -34.1 | -0.1
COc1nnc(-c2ccc(C)c(S(=O)(=O)NC(C)(C)CO)c2)c2ccccc12 | 26.1 | 4.4 | 0.9
Cc1cc(C)nc(N2CCCC(C(=O)NC3CC3)C2)n1 (configuration not stated) | 21.0 | -13.4 | -0.2
CC(COc1ccc(/C=C/c2ccccc2)cc1)[N+](C)(C)C (configuration not stated) | 11.3 | 4.8 | nt
O=C(C1CCCN1S(=O)(=O)c1cccc2nsnc12)N1CCN(c2ccc(F)cc2)CC1 (configuration not stated) | 25.3 | -9.9 | nt
